Screening results (PubChem BioAssay)
CHRM5 antagonist – human M5 muscarinic receptor antagonists, primary screen, CHO cells, Fluo-8 calcium fluorescence | inhibition, % at 3 µM | Muscarinic acetylcholine receptor M5 (Homo sapiens), P08912 | 360,000 compounds, 0.59% hits | AID 624040, 2012 | CHO-hM5 cells, ACh EC80;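 active means inhibition above a per-plate cutoff, the mean of that plate's test compounds plus 3 SD, cut at about 27% in these data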;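 further: 0% = acetylcholine EC80 with DMSO and 100% = DMSO without agonist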
Target sequence (P08912 whole entry, looked up): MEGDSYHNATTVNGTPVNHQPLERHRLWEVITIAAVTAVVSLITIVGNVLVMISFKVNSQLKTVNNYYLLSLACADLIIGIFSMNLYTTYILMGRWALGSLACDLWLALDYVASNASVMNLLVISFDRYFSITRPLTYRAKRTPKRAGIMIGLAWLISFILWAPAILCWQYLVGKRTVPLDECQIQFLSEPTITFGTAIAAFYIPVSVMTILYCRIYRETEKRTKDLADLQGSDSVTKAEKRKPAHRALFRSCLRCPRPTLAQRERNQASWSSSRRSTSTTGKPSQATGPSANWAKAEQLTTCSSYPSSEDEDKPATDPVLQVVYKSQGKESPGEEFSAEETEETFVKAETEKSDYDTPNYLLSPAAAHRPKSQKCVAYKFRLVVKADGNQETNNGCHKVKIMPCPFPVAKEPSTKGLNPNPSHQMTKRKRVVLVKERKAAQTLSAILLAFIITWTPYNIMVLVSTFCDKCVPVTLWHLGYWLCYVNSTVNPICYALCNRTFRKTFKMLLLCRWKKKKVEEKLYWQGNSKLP
CHRM1 PAM – human M1 muscarinic receptor positive allosteric modulators, primary screen, CHO-K1 cells, Fluo-8 calcium fluorescence, 1536-well. Muscarinic acetylcholine receptor M1 (Homo sapiens), P11229. CHO-K1 hM1, ACh EC20; 0% = ACh EC20, 100% = maximal ACh. activation, % at 3 µM. 360,000 compounds, 0.088% hits. AID 588819, 2011; in the data active means activation above about 19%, passing the limit was not always enough
Target sequence (P11229 whole entry, looked up): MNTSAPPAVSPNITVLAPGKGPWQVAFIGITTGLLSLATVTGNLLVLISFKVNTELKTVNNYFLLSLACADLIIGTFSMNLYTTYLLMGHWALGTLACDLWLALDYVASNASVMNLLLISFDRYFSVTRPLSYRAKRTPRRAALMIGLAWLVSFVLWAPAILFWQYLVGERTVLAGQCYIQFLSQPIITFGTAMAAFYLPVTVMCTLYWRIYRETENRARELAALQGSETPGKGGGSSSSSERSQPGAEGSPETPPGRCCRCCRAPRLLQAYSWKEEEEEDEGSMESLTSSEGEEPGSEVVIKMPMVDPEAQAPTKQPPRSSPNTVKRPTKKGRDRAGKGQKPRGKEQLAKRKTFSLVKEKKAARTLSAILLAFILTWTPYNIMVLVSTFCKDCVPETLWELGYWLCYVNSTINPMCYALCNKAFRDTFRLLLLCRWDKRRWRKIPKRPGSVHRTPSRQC
M4 ag – human M4 muscarinic receptor agonists, primary screen, CHO-K1 cells, Fluo-8 calcium fluorescence. AID 624127, 2012. Muscarinic acetylcholine receptor M4 (Homo sapiens), P08173. 360,000 compounds, 0.14% hits. CHO-K1 hM4/Gqi5; vehicle 0%, full acetylcholine response 100%. activation, % at 3 µM;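 active means activation above the run mean over all test wells plus 3 SD, cut at about 32% in these data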;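 further: peak over basal fluorescence ratio per well then scaled between controls; 0% = DMSO wells and 100% = acetylcholine at EC100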
CHRM5 agonist – human M5 muscarinic receptor agonists, primary screen, CHO-K1 cells, Fluo-8 calcium fluorescence. Muscarinic acetylcholine receptor M5 (Homo sapiens), P08912. CHO-K1 hM5 cells; 0% DMSO wells, 100% maximal acetylcholine response. activation, % at 3 µM. 360,000 compounds, 0.19% hits;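 active means activation above the run's mean over test compounds plus 3 SD, cut at about 23% in these data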;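 further: signal is peak over basal fluorescence ratio across the kinetic read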
CHRM5 PAM – human M5 muscarinic receptor positive allosteric modulators, primary screen, CHO-K1 cells, Fluo-8 calcium fluorescence. Muscarinic acetylcholine receptor M5 (Homo sapiens), P08912. CHO-K1 hM5, ACh EC20 PAM; 0% = ACh EC20, 100% = ACh EC100. activation, % at 3 µM. 360,000 compounds, 0.3% hits. AID 624038, 2012;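 active means activation above the run cutoff, the mean activation of all test compounds plus 3 SD, cut at about 18% in these data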
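System – CHO-K1 hM5 cells · Compound – 3 µM, single dose · Incubation – compound preincubation 140 s before EC20 acetylcholine addition · Technique – Fluo-8 calcium fluorescence · Measure – Max/basal fluorescence ratio as % of EC20–EC100 ACh window · Benchmarks – low control EC20 acetylcholine (0%), high control EC100 acetylcholine (100%) · Replication – singlicate, one well per test compound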
CHRM4 PAM – human M4 muscarinic receptor positive allosteric modulators, primary screen, CHO-K1 cells, Fluo-8 calcium fluorescence; Muscarinic acetylcholine receptor M4 (Homo sapiens), P08173; CHO-K1 hM4/Gqi5, ACh EC20; 0% = ACh EC20, 100% = maximal ACh; activation, % at 3 µM; 360,000 compounds, 0.4% hits;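 active means activation above its plate's cutoff, the mean activation of sample wells plus 3 SD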; further: some results filed as inactive read as strong as hits
CRFBP-R2 agonist – agonists of CRF-BP/CRF-R2 complex, primary screen, cell-based, HEK293, calcium dye fluorescence, uHTS; CRF-binding protein / CRF receptor 2 complex (human); calcium dye fluorescence (FLIPR); percent of saturating CRF peptide response; activation, % at 13.2 µM; 350,000 compounds, 0.46% hits; AID 588473, 2011;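 active means activation of at least 50%, plus an integration ratio under a set limit after plate pattern correction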;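 further: plate controls were neutral control wells without compound for no effect and CRF at EC100 for full effect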
CHRM4 antagonist – human M4 muscarinic receptor antagonists, primary screen, CHO cells, Fluo-8 calcium fluorescence | Muscarinic acetylcholine receptor M4 (Homo sapiens), P08173 | CHO-hM4 cells, ACh EC80 | inhibition, % at 3 µM | 360,000 compounds, 0.73% hits | AID 624125, 2012;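 active means inhibition above its plate's cutoff, the mean inhibition of sample wells plus 3 SD, cut at about 27% in these data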;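 further: 0% = acetylcholine EC80 with DMSO and 100% = DMSO without agonist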
CRFR2-BP antag – antagonists of CRF-BP/CRF-R2 complex, primary screen, cell-based, HEK293, calcium dye fluorescence, uHTS; CRF-induced calcium fluorescence; inhibition, % at 11.8 µM; 350,000 compounds, 0.59% hits;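 active means inhibition of the ligand-induced calcium signal above about 50% at the single tested concentration, limit read from the data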
Starred values were filed as active, the others as inactive; · = no result given.

SMILES	CHRM5 antagonist	CHRM1 PAM	M4 ag	CHRM5 agonist	CHRM5 PAM	CHRM4 PAM	CRFBP-R2 agonist	CHRM4 antagonist	CRFR2-BP antag
CCOC(=O)Cn1c(CN(Cc2ccccc2)Cc2ccccc2)nc2c1c(=O)n(C)c(=O)n2C	2	0	4	-4	-4	7	0.1	1	3
CCCn1c(N)c(N(CCOC)C(=O)COC(=O)COc2c(C)cc(C)cc2C)c(=O)[nH]c1=O	-1	9	0	1	-1	-2	-0.6	8	3
O=C(CCCn1c(=O)[nH]c2cc(Cl)ccc2c1=O)NCC1CCCO1 (stereo unspecified)	-7	6	0	-3	-4	7	-0.7	-4	-33
OC1CCN(c2ncnc3c2nnn3Cc2c(F)cccc2Cl)CC1	-2	-1	2	-3	-11	-5	-1.5	2	33
Cc1ccc(S(=O)(=O)NCCC(=O)NCc2ccco2)cc1	-1	8	0	1	-4	-3	1.3	2	-3
O=C(COC(=O)/C=C/c1cccc(Br)c1)NCCc1ccccc1	0	-2	0	1	1	1	3.2	1	-20
CN(Cc1ccncc1)C1CC(=O)N(c2ccc(Cl)cc2)C1=O (stereo unspecified)	3	-3	1	0	3	2	0.3	-6	-5
COc1ccc(CNC(=O)COC(=O)c2ccc(S(=O)(=O)NCc3ccco3)cc2)cc1	16	8	9	0	2	-2	-0.2	5	1
CC(=O)Nc1ccc(C(=O)COC(=O)CCN2C(=O)C3CC=CCC3C2=O)cc1 (stereo unspecified)	24	13	2	-4	-8	10	1.1	2	-8
Cc1onc(-c2ccccc2)c1C(=O)Nc1ccc(Cl)cn1	-3	8	-1	-6	12	3	-1.3	3	-3
O=C(CSc1nnc(Cc2ccccc2)n1-c1ccccc1)NNC(=O)Cc1ccccc1	-10	6	3	-3	5	-1	0.4	-7	-16
Cc1ccc(C)c(NC(=S)NC(C)C(c2cccs2)N2CCOCC2)c1 (stereo unspecified)	5	3	0	0	-1	0	-7.7	6	9
COc1cccc(/C=N/NC(=O)CNC(=O)COc2ccccc2)c1O	9	5	1	-3	-6	-5	-0.6	1	-9
Cn1c(SCC(=O)NCc2ccc3c(c2)OCO3)nc2scc(-c3cccs3)c2c1=O	8	-1	4	1	0	-14	-1.3	13	7
COC1CCCCC1Nc1cccc(SC)c1 (stereo unspecified)	-6	4	-2	1	2	-3	-1.1	7	-9
Cc1cc(Cl)c(S(=O)(=O)Nc2ccc3c(c2)OCO3)cc1OCC(=O)NC1CCCCC1	-4	5	-1	2	-1	-6	0.2	-1	31
CCN1CCN(CC(=O)Nc2cccc(C)c2C)C(=O)C1=O	5	6	0	2	1	-2	1.2	-2	2
CCOC(=O)C1=C(C)NC(C)=C(C(=O)OCC)C1C(=O)OCC(=O)NC1CCCCC1	12	-10	14	3	-30	3	-0.7	18	-3
CN(C)c1cccc(CNC(=O)c2ccc3sc([C@H]4C[C@H](O)[C@@H](CO)O4)nc3c2)c1	-3	4	2	-1	-5	0	·	-12	·
CC(C)CCNC(=O)c1ccc(CSCc2cccc(F)c2)o1	2	3	3	-5	-3	4	-1.4	6	27
Cc1ccc(C(=O)C=CNNC(=O)c2ccccc2)cc1	0	3	2	1	-1	-6	-1.4	13	-7
COc1cc(CN(C(=O)c2ccco2)c2ccc(C)cc2)ccc1O	3	-2	-1	-3	-11	-4	-3.9	7	29
C[C@H](NC(=O)c1nc[nH]c1C(=O)NCc1ccccc1)C(=O)OC(C)(C)C	7	-14	4	-1	2	0	-1.2	-13	-4
Cn1c(CCc2nc3ccccc3[nH]2)nnc1SCC#N	-1	1	1	-1	-4	6	-2.8	-13	3
COc1ccc(C2=Nn3c(C)nnc3SC2)cc1	11	3	0	-5	-6	-2	-0.5	-2	-8
Going on with the list:
SMILES	CHRM5 antagonist	CHRM1 PAM	M4 ag	CHRM5 agonist	CHRM5 PAM	CHRM4 PAM	CRFBP-R2 agonist	CHRM4 antagonist	CRFR2-BP antag
O=C(OCc1nc2ccccc2s1)c1ccc(Br)s1	-3	-1	-2	0	1	-3	13	4	-9
Cc1ccccc1N(C(=O)c1snc(C(N)=O)c1N)C(C(=O)NC1CCCC1)c1ccco1 (stereo unspecified)	6	3	6	-3	0	0	0.2	-4	3
CC(C)C[C@@H](CO)N1CCNCCC1=O	-2	-1	1	4	-5	2	0.1	6	4
CCOC(=O)c1cnc(N2CCOCC2)[nH]c1=O	-3	1	1	-2	1	3	-1.1	7	-11
S=c1[nH]nc(-c2cccs2)n1C1CCCCC1	-6	8	1	-5	13	-2	0.3	4	-9
CC1CN(C(=O)c2cc(S(=O)(=O)N3CCCC3)c(Cl)cc2Cl)CC(C)O1 (stereo unspecified)	-7	2	0	-1	-4	-2	1.7	-5	-5
COc1ccc(CNC(=O)CCCn2nc([N+](=O)[O-])cc2C)cc1	4	6	1	-1	3	-2	0.8	-6	5
N#Cc1c(N)nc2c(c1N)CC(CO)O2 (stereo unspecified)	-5	2	1	0	2	8	-0.7	-4	1
Nc1nc(NCCCN2CCOCC2)nc(Nc2cccc(F)c2)c1[N+](=O)[O-]	3	7	4	15	6	10	-2.9	-6	-18
COC(=O)CSc1nnc(COc2ccc([N+](=O)[O-])cc2)n1C	-3	14	0	-1	2	-3	-1.9	8	1
COc1ccc2c(c1)[C@H]1[C@H](CO2)[C@H](c2ccccc2)[C@]2(C)C(=O)Nc3cc(OC)c(OC)cc3C(=O)N12	14	0	2	2	-12	-1	1.6	16	8
CC(C)(C)c1ccc(C(=O)Nc2nnc(Cc3c[nH]c4ccccc34)s2)cc1	2	1	-2	-3	-9	-6	-2.0	14	-52
OC(c1ccc(-c2ccccc2)cc1)c1ncc(-c2cccc(F)c2)[nH]1 (stereo unspecified)	1	-2	5	1	0	6	·	-8	·
CC(OC(=O)c1ccc(NC(=O)CC#N)cc1)C(=O)NC(c1ccccc1)c1ccccc1 (stereo unspecified)	-10	4	1	1	1	8	-0.4	-1	-1
CC(C)(OC(=O)c1ccc(C(F)(F)F)cc1)c1cc2ccccc2c(=O)o1	8	2	1	0	3	3	0.1	-9	2
COc1ccc(NC(=S)Nc2ccc(OC)cc2OC)c(OC)c1	7	2	0	-3	-2	-3	-1.3	5	2
Cc1cccc(N(C)C(=O)CN(C)S(=O)(=O)c2ccc3c(c2)c(=O)n(C)c(=O)n3C)c1	0	-1	0	-6	2	3	-1.8	-31	-1
Cc1ccc(-c2nnn(CC(=O)NCC3COCCO3)n2)o1 (stereo unspecified)	-1	5	0	-2	-2	0	-1.2	4	12
CCN(CC#CCC1(O)c2ccccc2-c2ccccc21)C(C)C	39*	-22	1	-14	-50	-14	5.3	35*	11
COC(=O)C1CCN(C(=O)c2ccc(SC)cc2OC)CC1	-2	5	1	-2	-1	3	0.2	-5	12
Cc1cc(C)nc(N/N=C/c2ccccc2Cl)n1	15	2	1	-4	-11	-7	0.6	15	-11
COCCN(C(=O)c1csnn1)C(C(=O)NC1CCCCC1)c1ccc(C)cc1 (stereo unspecified)	-1	9	1	1	5	5	0.6	-2	-13
CN(C)CCNC(=O)c1cccc2nc3c(ccc4ccccc43)nc12	7	1	2	-3	-3	1	0.8	-2	38
CCOCCn1c(SCCc2ccccc2)nc2c1c(=O)[nH]c(=O)n2C	4	4	6	0	-10	-5	2.1	-7	-21
COc1ccc(C(=O)CCC(=O)N2CCN(c3ccccc3)CC2)cc1	-2	0	7	2	-4	-3	-0.3	-14	-12

3 entries from above, with two lines to a compound.
Screens in order: CHRM5 antagonist | CHRM1 PAM | M4 ag | CHRM5 agonist | CHRM5 PAM | CHRM4 PAM | CRFBP-R2 agonist | CHRM4 antagonist | CRFR2-BP antag
COc1ccc(NC(=S)Nc2ccc(OC)cc2OC)c(OC)c1
 : 7 | 2 | 0 | -3 | -2 | -3 | -1.3 | 5 | 2
Cc1cccc(N(C)C(=O)CN(C)S(=O)(=O)c2ccc3c(c2)c(=O)n(C)c(=O)n3C)c1
 : 0 | -1 | 0 | -6 | 2 | 3 | -1.8 | -31 | -1
Cc1ccc(-c2nnn(CC(=O)NCC3COCCO3)n2)o1 (stereo unspecified)
 : -1 | 5 | 0 | -2 | -2 | 0 | -1.2 | 4 | 12

The results go on.
SMILES	CHRM5 antagonist	CHRM1 PAM	M4 ag	CHRM5 agonist	CHRM5 PAM	CHRM4 PAM	CRFBP-R2 agonist	CHRM4 antagonist	CRFR2-BP antag
COCCCn1c(C(=O)NC2CCCCC2C)cc2c(=O)n3cccc(C)c3nc21 (stereo unspecified)	6	7	2	-2	2	3	-0.9	-1	-21
C=CCNC(=S)N/N=C/c1ccc(N(CC)Cc2ccccc2)cc1	-1	-4	-2	-6	-7	-2	-0.5	-10	18
COc1cccc(-c2cccc(NC(=O)C3CCN(Cc4ccon4)CC3)c2)c1	-6	9	0	-2	4	-4	-1.1	5	12
Cc1ccc(NC(=O)CSCC(=O)N(C)CC(=O)Nc2ccccc2C(F)(F)F)cc1	7	2	1	3	-6	1	0.7	-6	-3
COC(=O)C[C@@H]1OC[C@H](Cc2ccccc2)N1S(=O)(=O)c1ccc(C)cc1	6	·	2	-4	-1	0	·	1	·
CC(=O)NN1C(=O)c2ccc3c4c(ccc(c24)C1=O)C(=O)N(NC(C)=O)C3=O	-3	8	1	0	3	3	0.8	3	-2
CC/C(=N\NC(=O)c1ccc2c(c1)OCO2)C12CC3CC(CC(C3)C1)C2	-2	11	1	-3	7	8	6.6	-8	12
CCC(C)/C(C)=N/NC(=O)c1cn(-c2ccccc2)nc1-c1ccccc1 (stereo unspecified)	-2	0	0	0	1	4	-2.6	-7	-7
Cn1c(=O)c2sccc2n2c(CCCC(=O)NCc3ccco3)nnc12	-5	19	0	-5	5	8	3.7	-3	-11
CC(=O)Nc1nnc(CCN2CCCCC2)s1	-6	8	0	-3	6	13	-0.1	1	-15
Cc1ccc(-c2noc(C3CCCN(C(=O)c4cccc(Cl)c4)C3)n2)o1 (stereo unspecified)	-3	29*	3	0	7	1	-4.9	-16	10
Cc1ccc(Nc2nc3c(s2)CCC3)c(C)c1	-4	4	0	-1	-4	-5	-0.8	-9	-4
O=S(=O)(c1ccccc1)N1CCC2(CC1)OCCO2	3	13	1	-2	4	5	-1.8	-3	16
COc1ccc(/C=N\NC(=O)c2ccccc2OC)cc1COc1c(F)c(F)c(F)c(F)c1F	3	-2	0	-5	-6	-4	8.2	10	29
O=C(NCC(c1ccc(F)cc1)N1CCOCC1)c1nn(-c2ccccc2)c(=O)c2ccccc12 (stereo unspecified)	8	8	1	1	0	14	-1.9	-5	-3
Cc1cccc(N2CC(C(=O)Nc3ccc(S(=O)(=O)NCC4CCCO4)cc3)CC2=O)c1C (stereo unspecified)	6	0	-1	-2	1	-2	-1.5	9	10
Cc1cc(C(=O)COc2cccc([N+](=O)[O-])c2)c(C)n1C1CC1	-4	10	2	-4	-13	4	-1.9	2	1

Compounds as they come; about 2.6% have a hit in one of these screens.
